Cav3 T inh: blocks human Cav3.2 T-type calcium channel; O95180; Cav3.2-expressing cells, Fluo-4 calcium fluorescence FDSS; active compounds read low; B-score at 10 µM; hit rate 4% among 100,000; AID 449739;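 active = single-dose well whose peak fluorescence ratio is a statistical outlier from its plate by either plate-standardised score or position-corrected B-score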
An asterisk follows results filed as active.

Results for COc1ccc(C2C(C(=O)O)CCC(=O)N2c2ccc(OC)cc2)cc1 (configuration not stated) ?
Cav3 T inh: 1.24

Results for COC(=O)c1nn(-c2ccccc2)c(Cl)c1/C=N/OCc1ccc(Cl)cc1Cl ?
Cav3 T inh: -3.77

How did CCc1nnc(NC(=O)c2ccc(S(=O)(=O)N3CCCCCC3)cc2)s1 do in these assays?
Cav3 T inh: 0.515

Results for COCCNC(=O)C(OC(=O)c1ccco1)c1ccccc1OC (configuration not stated) ?
Cav3 T inh: 0.353

What do the screens show for `COc1ccc(NC(=O)CCN2C(=O)c3ccccc3S2(=O)=O)cc1`?
Cav3 T inh: 0.0881

Results for COc1cc(-c2nnc(SCc3cc(=O)oc4cc(O)c(O)cc34)o2)cc(OC)c1OC ?
Cav3 T inh: 0.654

Results for O=C(NCCNS(=O)(=O)c1ccccc1)c1cc(OCC(F)(F)F)ccc1OCC(F)(F)F ?
Cav3 T inh: 0.144

What do the screens show for `CCOc1ccccc1-c1nc(C(N)=O)c2[nH]c(=O)n(-c3ccccc3)c2n1`?
Cav3 T inh: -0.104

What do the screens show for `CC(=O)Cc1nsc(Nc2ccccc2)n1`?
Cav3 T inh: -0.573

Results for Cc1ccc(CSc2nc3sc(C)c(C)c3c(=O)n2Cc2ccco2)cc1 ?
Cav3 T inh: -2.91

Results for O=C(Nc1ccc2c(c1)OCCO2)NC1CCCCC1 ?
Cav3 T inh: -0.0495

Results for CCCCC(=O)NC(=S)Nc1ccccc1C(=O)Nc1ccccc1 ?
Cav3 T inh: 0.656

Results for CC(=O)Nc1cccc(N2C(=O)CC(Cc3ccccc3)C2=O)c1 (configuration not stated) ?
Cav3 T inh: 0.875

Results for CN1CC(=O)N(CCOc2ccccc2)C1=O ?
Cav3 T inh: 0.678

Results for COc1ccc(S(=O)(=O)N2CC(O)CC2C(=O)OCC(=O)Nc2ccc(Cl)cn2)cc1 (configuration not stated) ?
Cav3 T inh: -0.517

Results for COc1ccc(C(=O)N(CCCO)C(C)C(=O)NC2CCCCC2)cc1OC (configuration not stated) ?
Cav3 T inh: 1.15

Results for Cc1ccc(Cn2cccc(NC(=O)NC3CCCCC3)c2=O)cc1 ?
Cav3 T inh: -4.14

How did COc1cc(C2C(C#N)=C(C)NC3=C2C(=O)CC(C)(C)C3)cc(OC)c1O (configuration not stated) do in these assays?
Cav3 T inh: -0.146

How did Cc1cc(C(=O)N2CCN(c3ccccc3)CC2)no1 do in these assays?
Cav3 T inh: 0.53

How did CCC(C)(C)n1nnnc1C(c1ccc(C)cc1)N1CCCC1 (configuration not stated) do in these assays?
Cav3 T inh: -1.5

Quoted at random: two entries already listed.
Results for COc1ccc(C(=O)N(CCCO)C(C)C(=O)NC2CCCCC2)cc1OC (configuration not stated) ?
Cav3 T inh: 1.15

Results for CN1CC(=O)N(CCOc2ccccc2)C1=O ?
Cav3 T inh: 0.678

The results go on.
Results for Cc1ccccc1C(=O)NC(NCc1ccco1)C(Cl)(Cl)Cl (configuration not stated) ?
Cav3 T inh: -0.601

What do the screens show for `O=c1cc(CN2CCN(S(=O)(=O)c3ccc4c(c3)OCCO4)CC2)c2ccc(O)cc2o1`?
Cav3 T inh: 0.028

What do the screens show for `c1ccc2c(c1)oc1c(NCCN3CCOCC3)ncnc12`?
Cav3 T inh: -0.0339

Results for COc1ccccc1C(OC(=O)c1cccs1)C(=O)NCC1CCCO1 (configuration not stated) ?
Cav3 T inh: -0.114

Results for O=C(COC(=O)C1CCN(S(=O)(=O)c2cccc3cccnc23)CC1)c1ccc(F)cc1 ?
Cav3 T inh: 1.24

Results for Cc1ccc2c(c1)CCCN2C(=O)c1c(C)noc1C ?
Cav3 T inh: -0.158

What do the screens show for `COc1ccc(NC(=O)C(C)N(c2ccc(C)cc2)S(C)(=O)=O)cc1` (configuration not stated)?
Cav3 T inh: 0.612

Results for C=CCOc1c(CNc2ncn[nH]2)cccc1OCC ?
Cav3 T inh: -0.597

What do the screens show for `COc1cc(CN(C)CCc2ccccc2)ccc1OCc1ccccc1`?
Cav3 T inh: -1.32

How did COc1ccc(/C=C(/C#N)S(=O)(=O)c2ccc(C)cc2)cc1 do in these assays?
Cav3 T inh: -1.7

Results for Cc1nc2sc(C(c3ccc(Cl)cc3)N3CC(C)OC(C)C3)c(O)n2n1 (configuration not stated) ?
Cav3 T inh: 0.137

What do the screens show for `C=C(C)COc1ccc(-c2[nH]ncc2Oc2ccccc2OC)c(O)c1`?
Cav3 T inh: -1.22

How did CCCCn1c(=O)n(Cc2cccc(F)c2)c(=O)c2c1ncn2Cc1ccco1 do in these assays?
Cav3 T inh: -4.34

What do the screens show for `CCCCn1c(SCC(=O)N2CCCCC2)nc2cc(S(N)(=O)=O)ccc21`?
Cav3 T inh: 0.787

What do the screens show for `Cc1cc(C)c(NC(=O)C2CCCN2C)c(C)c1` (configuration not stated)?
Cav3 T inh: 0.416

What do the screens show for `Cc1ccc(C)c(/C=N/NC(=S)NCCc2ccccc2)c1`?
Cav3 T inh: -0.286

Results for CC1=C(C(=O)OC2CCCCC2)C(c2ccco2)C2=C(CC(C)(C)CC2=O)N1 (configuration not stated) ?
Cav3 T inh: -2.6

Results for Cc1nc2ccccn2c1P(=O)(N1CCCCC1)N1CCCCC1 ?
Cav3 T inh: 0.335

What do the screens show for `COc1ccc(OC)c(C2C(C(=O)O)c3ccccc3C(=O)N2C)c1` (configuration not stated)?
Cav3 T inh: -0.109

How did CCCCNC(=O)CN(c1cccc(Br)c1)S(C)(=O)=O do in these assays?
Cav3 T inh: 0.741

How did CCOC(=O)CN1C(=O)N[C@@H](c2cccs2)C(C(=O)OC)=C1C do in these assays?
Cav3 T inh: -0.243

What do the screens show for `c1ccc2c(c1)nnn2Cc1nnc2sc(-c3ccncc3)nn12`?
Cav3 T inh: 0.663

What do the screens show for `CCCCOc1ccc(Nc2nc(C)cc(C)c2C#N)cc1`?
Cav3 T inh: 0.972

What do the screens show for `O=C(NCCN1CCNCC1)c1ccccn1`?
Cav3 T inh: 0.163

How did Cn1cnnc1SCC(=O)Nc1cccc(C(=O)O)c1 do in these assays?
Cav3 T inh: 0.118

What do the screens show for `COc1ccc(CSc2nc(N3CCOCC3)c3c(c2C#N)CC(C)(C)OC3)cc1`?
Cav3 T inh: -1.99

What do the screens show for `O=C(C(Cc1ccccc1)n1cccc1)N1CCN(c2ncccn2)CC1` (configuration not stated)?
Cav3 T inh: -0.708

How did Cc1ccc2oc(=O)c3cnn(CC(=O)N4CCCc5ccccc54)c3c2c1 do in these assays?
Cav3 T inh: 1.48

What do the screens show for `CCCCCCC(=O)Cc1cc(OC)c(OC)cc1C=C(C(=O)OCC)C(=O)OCC`?
Cav3 T inh: -0.633

What do the screens show for `S=c1[nH]nc(CSc2nc3ccccc3s2)o1`?
Cav3 T inh: 1.07

How did CCS(=O)(=O)NCC(c1cccnc1)N1CCN(c2ccccc2)CC1 (configuration not stated) do in these assays?
Cav3 T inh: 1.76

How did N#CC(c1ccc(Cl)nn1)c1ccccc1Cl (configuration not stated) do in these assays?
Cav3 T inh: 0.0307

What do the screens show for `CCCC(=O)Nc1ccc(C(=O)Nc2nnc(COCC)s2)cc1`?
Cav3 T inh: 1.12

What do the screens show for `O=C(NCc1ccco1)C(c1cccs1)N(C(=O)Cc1cccs1)c1ccccc1` (configuration not stated)?
Cav3 T inh: -1.9

What do the screens show for `CC(C)c1nc(SCC(=O)Nc2ccc(N3CCOCC3)cc2)c2ccccc2n1`?
Cav3 T inh: -2.98

Results for Cc1ccnc(NS(=O)(=O)c2ccc(NC(=O)c3c(-c4ccccc4Cl)noc3C)cc2)n1 ?
Cav3 T inh: -0.38

Results for CC(=O)Nc1nc2ccccc2n1CCOc1ccccc1 ?
Cav3 T inh: -0.798

What do the screens show for `Cc1cc(Cl)ccc1OCC(=O)NCc1ccncc1`?
Cav3 T inh: 0.449

What do the screens show for `CCN(CC)CCCNC(=O)C1c2ccccc2C(=O)N1Cc1ccc(C)cc1` (configuration not stated)?
Cav3 T inh: -0.538

What do the screens show for `CCC(C)(C(=O)NC1CCCCC1)N(C(=O)CNC(C)=O)c1c(C)n(C)n(-c2ccccc2)c1=O` (configuration not stated)?
Cav3 T inh: -0.03

Overlap with the part before: three compounds; new compounds follow.
What do the screens show for `Cc1cc(Cl)ccc1OCC(=O)NCc1ccncc1`?
Cav3 T inh: 0.449

What do the screens show for `CCN(CC)CCCNC(=O)C1c2ccccc2C(=O)N1Cc1ccc(C)cc1` (configuration not stated)?
Cav3 T inh: -0.538

What do the screens show for `CCC(C)(C(=O)NC1CCCCC1)N(C(=O)CNC(C)=O)c1c(C)n(C)n(-c2ccccc2)c1=O` (configuration not stated)?
Cav3 T inh: -0.03

How did COC(=O)C1CCN(c2nc3ccccc3nc2C(C#N)C(=O)NCCc2ccccc2)CC1 (configuration not stated) do in these assays?
Cav3 T inh: -1.97

Results for CCOc1ccc(NC(=O)C(C)Oc2ccccc2C(=O)Nc2cccc(Cl)c2Cl)cc1 (configuration not stated) ?
Cav3 T inh: -0.326

How did CCCn1c(SCC(=O)Nc2ccccc2-c2ccccc2)nnc1-c1ccoc1C do in these assays?
Cav3 T inh: -5.88*

Results for Fc1ccc(-c2cc(C(F)(F)F)nc(N3CCCCC3)n2)cc1 ?
Cav3 T inh: -0.648

Results for Cc1cccc(N2C(=O)CSC2c2cccnc2)c1 (configuration not stated) ?
Cav3 T inh: -0.148

What do the screens show for `Cc1ccc(-c2cc(C(=O)Nc3ccc4c(c3)OCCO4)c3ccccc3n2)cc1`?
Cav3 T inh: -0.464

How did CCC1C(C#N)=C(N)OC2=C1C(=O)CC(C)(C)C2 (configuration not stated) do in these assays?
Cav3 T inh: -0.119

Results for CCOC(=O)CSc1nc(C)c(C(=O)OCC)s1 ?
Cav3 T inh: 0.63

How did CCOC(=O)c1cn2nc(-c3ccc(OC)cc3)cc2nc1C1CCN(C(=O)OC(C)(C)C)CC1 do in these assays?
Cav3 T inh: -1.08

What do the screens show for `COc1ccccc1Nc1nc(N)nc(CN2CCN(c3ccccc3)CC2)n1`?
Cav3 T inh: -0.404

A stretch from further up, for reference:
Results for CCOc1ccc(NC(=O)C(C)Oc2ccccc2C(=O)Nc2cccc(Cl)c2Cl)cc1 (configuration not stated) ?
Cav3 T inh: -0.326

How did CCCn1c(SCC(=O)Nc2ccccc2-c2ccccc2)nnc1-c1ccoc1C do in these assays?
Cav3 T inh: -5.88*

Results for Fc1ccc(-c2cc(C(F)(F)F)nc(N3CCCCC3)n2)cc1 ?
Cav3 T inh: -0.648

Results for Cc1cccc(N2C(=O)CSC2c2cccnc2)c1 (configuration not stated) ?
Cav3 T inh: -0.148

What do the screens show for `Cc1ccc(-c2cc(C(=O)Nc3ccc4c(c3)OCCO4)c3ccccc3n2)cc1`?
Cav3 T inh: -0.464

How did CCC1C(C#N)=C(N)OC2=C1C(=O)CC(C)(C)C2 (configuration not stated) do in these assays?
Cav3 T inh: -0.119

Results for CCOC(=O)CSc1nc(C)c(C(=O)OCC)s1 ?
Cav3 T inh: 0.63

Continuation.
What do the screens show for `CCOC(=O)c1cnc(-c2ccccc2)nc1Oc1ccccc1`?
Cav3 T inh: 0.412

How did COc1ccccc1CNC(=O)c1ccoc1C do in these assays?
Cav3 T inh: 0.328

Results for O=C(NCCN1CCOCC1)C1CCN(Cc2ccccc2O)CC1 ?
Cav3 T inh: 0.0106

What do the screens show for `O=C(Nc1ccccc1)C1=C[C@H](C2CCCCC2)C[C@H](OCCCCO)O1`?
Cav3 T inh: -1.57

How did CC1=C(C)CS(=O)N(S(=O)(=O)c2ccc(Cl)cc2)C1 (configuration not stated) do in these assays?
Cav3 T inh: -7.42*

How did COc1cccc(Cn2c(-c3nonc3N)nc3ccccc32)c1 do in these assays?
Cav3 T inh: -0.181

How did COc1ccc(N2CCN(c3ncccn3)CC2)cc1 do in these assays?
Cav3 T inh: 0.638

Results for Cc1ccc(C)c(NC(=O)CSc2nnc(-c3ccccc3)n2N)c1 ?
Cav3 T inh: 0.0404

What do the screens show for `C1CCC2=NCCCN2CC1`?
Cav3 T inh: -2.44

How did COc1ccc(C(=O)COC(=O)[C@H](C)Nc2ccc(C(F)(F)F)cc2[N+](=O)[O-])cc1 do in these assays?
Cav3 T inh: -1.05

What do the screens show for `Cc1noc(C)c1C(=O)Nc1c(F)cc(F)cc1Br`?
Cav3 T inh: 0.128

What do the screens show for `CC12CC(c3ccccc3O1)N(C(=O)c1ccc(Br)o1)C(=O)N2c1ccccc1` (configuration not stated)?
Cav3 T inh: 1.54

What do the screens show for `CCS(=O)(=O)N1CCCC(C(=O)NC2CCC(C)CC2)C1` (configuration not stated)?
Cav3 T inh: 0.0114

How did C=CCc1ccccc1OCC(O)CN1CCN(c2ccccc2OC)CC1 (configuration not stated) do in these assays?
Cav3 T inh: -3.32

How did Cc1ccc(C)c(Cn2c(=O)n(CCC(=O)NCc3ccco3)c(=O)c3sccc32)c1 do in these assays?
Cav3 T inh: 0.0433

What do the screens show for `COc1ccc(Cn2c(=O)sc3ccccc32)cc1OC`?
Cav3 T inh: 0.275

How did Cc1sc(NC(=O)CSc2nnc(C(C)C)n2C)c(C#N)c1C do in these assays?
Cav3 T inh: 1.17

How did Cc1cccc(-c2nsc(SCC(=O)N3CCCC3)n2)c1 do in these assays?
Cav3 T inh: 0.0687

How did O=C(NCC1CCCO1)c1cc2n(n1)C(C(F)(F)F)CC(c1ccc(Br)cc1)N2 (configuration not stated) do in these assays?
Cav3 T inh: 0.0161

What do the screens show for `C=CCn1c(-c2cccn(Cc3ccccc3)c2=O)n[nH]c1=S`?
Cav3 T inh: 0.303

How did Cc1nc2ncnn2c(C)c1CCC(=O)Oc1ccccc1 do in these assays?
Cav3 T inh: 0.733

Results for CSc1ccc(C2Nc3ccccc3-c3cc(C)nn32)cc1 (configuration not stated) ?
Cav3 T inh: -2.55

What do the screens show for `CCOC(=O)Cc1c(C)nc2cc(-c3ccc(Cl)cc3)[nH]n2c1=O`?
Cav3 T inh: 0.617

Results for O=C(c1ccc(-c2ccccc2)cc1)N1CCN(Cc2ccccn2)CC1 ?
Cav3 T inh: -0.943

What do the screens show for `O=C(NCCc1ccccc1)C1CCN(S(=O)(=O)c2cccc3nsnc23)CC1`?
Cav3 T inh: -0.13

Results for COc1ccc2oc(=O)c(C(=O)N3CCc4ccccc43)cc2c1 ?
Cav3 T inh: 0.337

What do the screens show for `CCC(C)(C)N=C(NC#N)Nc1cccnc1`?
Cav3 T inh: 0.875

What do the screens show for `CCOc1cc(C)c(S(=O)(=O)Nc2ccc(F)cc2)cc1C`?
Cav3 T inh: -1.84

The list is partial; rates above refer to the full screens.
